All columns: NCI-60 one-dose screen, growth in % after 48 h at 10 µM unless noted; 100 = growth as untreated, 0 = no growth, -100 = all killed.
HCC-2998: HCC-2998 colon cancer. 4.7% of 79,000 active
SF-268: SF-268 CNS cancer cells. 3.1% of 82,000 active. AID 1794759
SF-295: SF-295 CNS cancer cells; AID 1794758; 5.6% of 79,000 active
SF-539: SF-539 CNS cancer; 6.8% of 81,000 active; AID 1794752
HCT-116: HCT-116 colon cancer. AID 1794798. 7.3% of 82,000 active
SNB-19: SNB-19 CNS cancer cells | 2.5% of 81,000 active | AID 1794751
KM12: KM12 colon cancer cells; 5% of 82,000 active; AID 1794800
SNB-75: SNB-75 CNS cancer; 5% of 79,000 active; AID 1794750
U251: U251 CNS tumor cells; 5.4% of 80,000 active
* = called active by the depositor. The calls were made as follows: active = growth percent below 10; inactive = the rest. Rows were taken by chance; any-hit rate near 11%.

`NCCCCCNc1noc(Cc2c[nH]c3cc(Br)ccc23)n1` gave HCC-2998 64, SF-268 54, SF-295 7.3*, SF-539 -23*, HCT-116 23, SNB-19 46, KM12 24, SNB-75 0.3* and U251 12.
`COc1ccc2c(c1)c(/C=C(\C#N)C(=O)N1c3ccccc3Sc3ccc(SC)cc31)cn2C` gave HCC-2998 108, SF-268 96, SF-295 104, SF-539 92, HCT-116 89, SNB-19 92, KM12 98, SNB-75 78 and U251 99.
N#C/C(=C\c1ccc(-c2ccc(F)cc2)o1)c1ccccc1 was read as HCC-2998 103, SF-268 95, SF-295 91, SF-539 94, HCT-116 92, SNB-19 95, KM12 97, SNB-75 64 and U251 98.
CSc1ccc2c(c1)C(N1CCN(C)CC1)Cc1ccccc1S2 (centres undefined) was read as HCC-2998 -39*, SF-268 37, SF-295 44, SF-539 60, HCT-116 29, SNB-19 55, KM12 21, SNB-75 0.7* and U251 33.
For COc1cc(/C=C2\SC(=S)N(CC(=O)O)C2=O)ccc1OCCCCCCOc1ccc(/C=C2\SC(=S)N(CC(=O)O)C2=O)cc1OC the results were HCC-2998 101, SF-268 118, SF-295 102, SF-539 99, HCT-116 115, SNB-19 116, KM12 106, SNB-75 109 and U251 106.
`Cn1cc(-c2nc(-c3ccsc3)cs2)c2cc(F)ccc21` gave HCC-2998 103, SF-268 94, SF-295 91, SF-539 93, HCT-116 81, SNB-19 101, KM12 93, SNB-75 94 and U251 93.
Screening Nc1nc(N)c2[nH]c(N=Nc3ccc(N(CCO)CCO)cc3)nc2n1 returned HCC-2998 105, SF-268 103, SF-295 102, SF-539 99, HCT-116 108, SNB-19 103, KM12 103, SNB-75 105 and U251 105.
For CCOc1ccc(N2C(=O)C(=O)C(C#N)(c3nc4ccccc4o3)C(=O)C2=O)cc1 the results were HCC-2998 103, SF-268 98, SF-295 112, SF-539 109, HCT-116 99, SNB-19 126, KM12 96, SNB-75 89 and U251 104.
Screening COc1sc(/C=N/NC(=O)c2[nH]c3ccc(Br)cc3c2-c2ccccc2)cc1Br returned HCC-2998 8.5*, SF-268 3.2*, SF-295 -15*, SF-539 -64*, HCT-116 -5.8*, SNB-19 15, KM12 2.3*, SNB-75 57 and U251 -11*.
`CCOC(=O)c1ccc(Nc2nc(NN)nc(-c3ccc(OC)cc3)c2C#N)cc1` gave HCC-2998 81, SF-268 98, SF-295 111, SF-539 110, HCT-116 101, SNB-19 92, KM12 94 and U251 106.
For Cc1cc2c(=O)cc(-c3ccccc3)oc2c(C(=O)O)c1C the results were HCC-2998 97, SF-268 113, SF-295 88, SF-539 108, HCT-116 100, SNB-19 102, KM12 99 and SNB-75 84.
`COC1=C[C@]23CCC(=O)N2CCc2cc4c(cc2[C@@H]3[C@@H]1OC(=O)C(C)(C)O)OCO4` gave HCC-2998 101, SF-268 110, SF-295 94, SF-539 95, HCT-116 98, SNB-19 87, KM12 105, SNB-75 99 and U251 96.
`O=C1CC(c2ccc(C(F)(F)F)cc2)c2cnn(Cc3ccc4c(c3)OCO4)c2N1` (centres undefined) gave HCC-2998 90, SF-268 73, SF-295 85, SF-539 89, HCT-116 86, SNB-19 65, KM12 92, SNB-75 81 and U251 69.
`C/C=C/C=N\Nc1ccc([N+](=O)[O-])cn1` gave HCC-2998 108, SF-268 88, SF-295 100, SF-539 101, HCT-116 96, SNB-19 115, KM12 99, SNB-75 92 and U251 102.
`CC12CCCCC13NC(=O)C2(C#N)C(C#N)=C(Cl)N3` (centres undefined) gave HCC-2998 96, SF-268 103, SF-295 96, HCT-116 102, SNB-19 99, KM12 107, SNB-75 101 and U251 109.

Fetched by structure from the list above, 2 records:
`Cn1cc(-c2nc(-c3ccsc3)cs2)c2cc(F)ccc21` gave HCC-2998 103, SF-268 94, SF-295 91, SF-539 93, HCT-116 81, SNB-19 101, KM12 93, SNB-75 94 and U251 93.
`CC12CCCCC13NC(=O)C2(C#N)C(C#N)=C(Cl)N3` (centres undefined) gave HCC-2998 96, SF-268 103, SF-295 96, HCT-116 102, SNB-19 99, KM12 107, SNB-75 101 and U251 109.

(cont.)
Cc1nnc(NCc2cc(Cl)cc(Cl)c2O)nc1C was read as HCC-2998 109, SF-268 94, SF-295 100, SF-539 99, HCT-116 95, SNB-19 88, KM12 100, SNB-75 75 and U251 99.
For c1ccc(CN(c2ccccc2)C2CCCCCCC2)cc1 the results were HCC-2998 90, SF-268 105, SF-295 110, SF-539 114, HCT-116 85, SNB-19 91, KM12 102, SNB-75 82 and U251 100.
For O=S(=O)(NC1c2ccccc2Oc2ccccc21)c1ccc(Cl)c(Cl)c1 the results were HCC-2998 104, SF-268 101, SF-295 113, SF-539 99, HCT-116 87, SNB-19 104, KM12 99, SNB-75 97 and U251 97.
Screening CCS(N)(=O)=O returned HCC-2998 104, SF-268 98, SF-295 91, SF-539 95, HCT-116 110, SNB-19 99, KM12 99, SNB-75 112 and U251 106.
`O=C(Nc1ccccc1-c1nc2ccccc2s1)c1ccno1` gave HCC-2998 97, SF-268 77, SF-295 93, SF-539 77, HCT-116 70, SNB-19 100, KM12 40, SNB-75 99 and U251 84.
Screening Cc1[nH]c(N)nc(=S)c1Br returned HCC-2998 98, SF-268 102, SF-295 102, SF-539 98, HCT-116 102, SNB-19 110, KM12 99, SNB-75 101 and U251 112.
`C=CCC(O)c1ccc(C(C)C)cc1` (centres undefined) gave HCC-2998 112, SF-268 100, SF-295 96, SF-539 100, HCT-116 96, SNB-19 110, KM12 104, SNB-75 84 and U251 101.
For O=[N+]([O-])c1ccc2c(c1)Cc1cc(F)ccc1-2 the results were HCC-2998 102, SF-268 111, SF-295 97, SF-539 109, HCT-116 102, SNB-19 92, KM12 109, SNB-75 92 and U251 93.
Screening COc1ccccc1C(=O)/C=C/c1ccccc1 returned HCC-2998 103, SF-268 80, SF-295 90, SF-539 92, HCT-116 37, SNB-19 83, KM12 55, SNB-75 88 and U251 44.
For COc1ccc(N)cc1C(=O)Nc1cccc(C2CC(=O)c3c(cc(OC)c(OC)c3OC)O2)c1 (centres undefined) the results were HCC-2998 108, SF-268 70, SF-295 93, SF-539 98, HCT-116 63, SNB-19 86, KM12 58, SNB-75 78 and U251 91.
`COc1cccc2c1C(CCCC(=O)O)CCC2` (centres undefined) gave HCC-2998 109, SF-268 108, SF-295 120, SF-539 104, HCT-116 100, SNB-19 91, KM12 112, SNB-75 94 and U251 110.
`O=S(=O)(Nc1ccc(F)c(F)c1)c1ccc(-c2ccc(F)cc2F)cc1` gave HCC-2998 92, SF-268 96, SF-295 83, SF-539 95, HCT-116 83, SNB-19 95, KM12 89, SNB-75 90 and U251 91.
Screening CC(C)(C)NC(C1=CC(C)(C)c2ccccc2C1=O)c1ccccc1 (centres undefined) returned HCC-2998 -31*, SF-268 -11*, SF-295 38, SF-539 -41*, HCT-116 -99*, SNB-19 25, KM12 -29*, SNB-75 16 and U251 -68*.
For Cc1ccc2sc3c(NCc4ccccc4)nc4ccccc4c3c(=O)c2c1 the results were HCC-2998 112, SF-268 99, SF-295 99, SF-539 97, HCT-116 82, SNB-19 94, KM12 99, SNB-75 80 and U251 93.
`COc1cc(/C=C/C(=O)N2CCC=CC2=O)cc(OC)c1OC` gave HCC-2998 100, SF-268 85, SF-295 94, SF-539 30, HCT-116 7.0*, SNB-19 73, KM12 67, SNB-75 76 and U251 68.
Clc1ccc2c(c1)C(N1CCNCC1)=Nc1ccccc1O2 was read as HCC-2998 -25*, SF-268 53, SF-295 58, SF-539 73, HCT-116 36, SNB-19 68, KM12 52, SNB-75 16 and U251 42.
For O=C(O)c1cccc([N+](=O)[O-])c1/C=C/c1cccs1 the results were HCC-2998 106, SF-268 107, SF-295 98, SF-539 96, HCT-116 115, SNB-19 96, KM12 104, SNB-75 93 and U251 102.
CC(=N)N was read as HCC-2998 106, SF-268 118, SF-295 112, SF-539 116, HCT-116 95, SNB-19 107, KM12 114, SNB-75 102 and U251 105.
CCOC(=O)C1CCCNC1=O (centres undefined) was read as HCC-2998 105, SF-268 112, SF-295 107, SF-539 117, HCT-116 96, SNB-19 114, KM12 113, SNB-75 96 and U251 104.
For CCCCSc1nc(Nc2ccc(C(C)=O)cc2)c(C#N)c(-c2ccc(OC)cc2)n1 the results were HCC-2998 98, SF-268 63, SF-295 48, SF-539 26, HCT-116 33, SNB-19 62, KM12 95, SNB-75 93 and U251 10.
`Ic1ccc2c(c1)C1c3ccccc3C2c2ccccc21` gave HCC-2998 97, SF-268 103, SF-295 88, SF-539 97, HCT-116 100, SNB-19 98, KM12 102, SNB-75 84 and U251 89.
For CCOC(=O)C(=CNC(=S)Nc1c(CC)cccc1C(C)(C)C)C(=O)OCC the results were HCC-2998 99, SF-268 97, SF-295 103, SF-539 101, HCT-116 97, SNB-19 108, KM12 101, SNB-75 91 and U251 101.
For N#Cc1c2c(nc3n[nH]c(N)c13)CCCC2 the results were HCC-2998 93, SF-268 101, SF-295 101, HCT-116 101, SNB-19 112, KM12 111, SNB-75 86 and U251 99.
Screening COc1ccccc1N1CCN(CC(O)COc2c(Br)c(Br)c(Br)c3c2OC(C)(C)C3)CC1 (centres undefined) returned HCC-2998 40, SF-268 131, SF-295 30, SF-539 94, HCT-116 27, SNB-19 61, KM12 36, SNB-75 71 and U251 53.
`CCC(=O)NO[C@@]1(C)/C=C/[C@H](C(C)C)CC/C(C)=C/CC/C(C)=C/[C@H](O)C1` gave SF-268 93, SF-295 102, SF-539 98, HCT-116 92, KM12 91, SNB-75 71 and U251 108.
`COC(=O)C[C@](O)(CCC(C)C)C(=O)O[C@@H]1C(OC)=C[C@]23CCC(=O)N2CCc2cc4c(cc2[C@H]13)OCO4` gave HCC-2998 103, SF-268 101, SF-295 102, SF-539 100, HCT-116 107, SNB-19 93, KM12 101, SNB-75 99 and U251 117.
Screening CCOC(=O)C1CSC(C)(C(=O)OCC)N1 (centres undefined) returned HCC-2998 101, SF-268 106, SF-295 106, SF-539 104, HCT-116 97, SNB-19 107, KM12 107, SNB-75 100 and U251 106.
For Cc1cc(C(c2ccc(Nc3ccccc3)cc2)c2ccc(Nc3ccccc3)cc2)ccc1Nc1ccccc1 the results were HCC-2998 86, SF-268 86, SF-295 111, SF-539 95, HCT-116 49, SNB-19 84, KM12 83, SNB-75 52 and U251 71.
Screening Cc1ccc(CCO)cc1 returned SF-268 105, SF-295 97, SF-539 95, HCT-116 101, SNB-19 105, KM12 101, SNB-75 90 and U251 103.
For COc1ccc2cc(C(C)c3nnc(NC4CCCCC4)o3)ccc2c1 (centres undefined) the results were SF-268 99, SF-295 156, SF-539 101, HCT-116 87, SNB-19 105, KM12 101, SNB-75 95 and U251 92.

Of the compounds above, seven have a cyano group.
`COc1ccc2c(c1)c(/C=C(\C#N)C(=O)N1c3ccccc3Sc3ccc(SC)cc31)cn2C` gave HCC-2998 108, SF-268 96, SF-295 104, SF-539 92, HCT-116 89, SNB-19 92, KM12 98, SNB-75 78 and U251 99.
N#C/C(=C\c1ccc(-c2ccc(F)cc2)o1)c1ccccc1 was read as HCC-2998 103, SF-268 95, SF-295 91, SF-539 94, HCT-116 92, SNB-19 95, KM12 97, SNB-75 64 and U251 98.
For CCOc1ccc(N2C(=O)C(=O)C(C#N)(c3nc4ccccc4o3)C(=O)C2=O)cc1 the results were HCC-2998 103, SF-268 98, SF-295 112, SF-539 109, HCT-116 99, SNB-19 126, KM12 96, SNB-75 89 and U251 104.
`CCOC(=O)c1ccc(Nc2nc(NN)nc(-c3ccc(OC)cc3)c2C#N)cc1` gave HCC-2998 81, SF-268 98, SF-295 111, SF-539 110, HCT-116 101, SNB-19 92, KM12 94 and U251 106.
`CC12CCCCC13NC(=O)C2(C#N)C(C#N)=C(Cl)N3` (centres undefined) gave HCC-2998 96, SF-268 103, SF-295 96, HCT-116 102, SNB-19 99, KM12 107, SNB-75 101 and U251 109.
For CCCCSc1nc(Nc2ccc(C(C)=O)cc2)c(C#N)c(-c2ccc(OC)cc2)n1 the results were HCC-2998 98, SF-268 63, SF-295 48, SF-539 26, HCT-116 33, SNB-19 62, KM12 95, SNB-75 93 and U251 10.
For N#Cc1c2c(nc3n[nH]c(N)c13)CCCC2 the results were HCC-2998 93, SF-268 101, SF-295 101, HCT-116 101, SNB-19 112, KM12 111, SNB-75 86 and U251 99.

Next records follow:
O=S(=O)(O)CCCS(=O)(=O)O was read as HCC-2998 117, SF-268 114, SF-295 106, SF-539 106, HCT-116 105, SNB-19 112, KM12 115, SNB-75 113 and U251 106.
`COc1ccc(NC(=O)c2ccccc2-c2ccccc2)c(C(N)=O)c1` gave HCC-2998 77, SF-268 49, SF-295 17, SF-539 -1.2*, HCT-116 27, SNB-19 40, KM12 19, SNB-75 -11* and U251 46.
For CCN1C(=O)/C(=C/N2N=C(c3ccc(Cl)cc3)CC2c2ccc(OC)cc2)SC1=S (centres undefined) the results were HCC-2998 98, SF-268 95, SF-295 90, SF-539 88, HCT-116 86, SNB-19 93, KM12 98, SNB-75 83 and U251 82.
Screening O=C1NC(=O)C(=Cc2cn(CCCn3cc(C=C4C(=O)NC(=O)NC4=O)c4ccccc43)c3ccccc23)C(=O)N1 returned HCC-2998 106, SF-268 99, SF-295 82, SF-539 99, HCT-116 95, SNB-19 108, KM12 106, SNB-75 92 and U251 106.
CCOC(=O)C1=CSC2=NC3=C(CCCC/C3=C\c3cc(OC)c(OC)c(OC)c3)C(c3cc(OC)c(OC)c(OC)c3)N12 (centres undefined) was read as HCC-2998 74, SF-268 89, SF-295 78, SF-539 85, HCT-116 83, SNB-19 90, KM12 80, SNB-75 90 and U251 75.
For CC(C)NCC(O)COc1cccc2[nH]ccc12 (centres undefined) the results were HCC-2998 111, SF-268 116, SF-295 107, HCT-116 100, SNB-19 104, KM12 118, SNB-75 112 and U251 104.
`O=[N+]([O-])c1ccc(/C=C/c2nc(Nc3ccc(Cl)cc3)c3ccccc3n2)cc1` gave HCC-2998 88, SF-268 86, SF-295 87, SF-539 83, HCT-116 62, SNB-19 83, KM12 71, SNB-75 89 and U251 82.
